All columns: NCI-60 one-dose screen, growth in % after 48 h at 10 µM unless noted; 100 = growth as untreated, 0 = no growth, -100 = all killed.
T-47D: T-47D breast cancer. actives 5% (n = 79,000). AID 1794792
SK-MEL-28: SK-MEL-28 melanoma | actives 4.1% (n = 81,000) | AID 1794761
UACC-257: UACC-257 melanoma. actives 4.4% (n = 78,000). AID 1794764
LOX IMVI: LOX IMVI melanoma; actives 7.4% (n = 79,000)
MALME-3M: MALME-3M melanoma. actives 5.8% (n = 78,000)
HS 578T: HS 578T breast cancer. actives 4.1% (n = 78,000)
SK-MEL-5: SK-MEL-5 melanoma; actives 6.4% (n = 80,000); AID 1794755
SK-MEL-2: SK-MEL-2 melanoma | AID 1794763 | actives 4.7% (n = 77,000)
* = called active by the depositor; nt = not tested or not shown; & = joins results of further samples; ! = a repeat was not active. How the source made its calls: active means growth percent below 10; inactive means the rest.

Start of the listing, in advance:
1. ClCCN(CCCl)c1nc(Cl)c(C2CC(c3ccc(Br)cc3)=NN2c2ccccc2)s1 (configuration not stated)
2. O=C1/C(=C/c2cn(Cc3ccccc3Br)c3ncccc23)N2CCC1CC2
3. OCCCNP(=S)(N1CC1)N1CC1
4. Cn1cc(C(=O)C[n+]2ccccc2)c2ccccc21
5. CCCCN(N=O)C(C)=O
6. NC(=S)c1cn(C2OC(CO)C(O)C2O)c2ncnc(N)c12 (configuration not stated)
7. Cc1cc(NC(=O)/C=C/c2ccc([N+](=O)[O-])cc2)ccc1S(=O)(=O)F
8. NCCc1c[nH]c2ccc(F)cc12
entry no.	1	2	3	4	5	6	7	8
T-47D	65	52	93	87	106	-17*	88	116
SK-MEL-28	109	90	115	114	111	-40*	110	109
UACC-257	85	89	108	111	105	-1.3*	97	102
LOX IMVI	82	80	88	93	107	-23*	102	91
MALME-3M	99	97	125	97	113	-30*	103	115
HS 578T	79	88	100	97	nt	-25*	nt	116
SK-MEL-5	87	86	95	98	97	-74*	100	100
SK-MEL-2	90	86	138	104	121	-58*	107	107

9. Cn1nc(-c2ccc(S(=O)(=O)F)cc2)s/c1=N/NC(=O)c1ccccc1
10. CC(=O)C1CCC2C3CCC4CC(O)CCC4(C)C3CCC12C#N (configuration not stated)
11. OC1C=CC2CC1(O)C1CCCCN1O2 (configuration not stated)
12. NC(Cc1ccc(O)cc1)C(=O)N/N=C/c1ccc(N(CCCl)CCCl)cc1 (configuration not stated)
13. CC(=O)O[C@H](C[C@H](C(C)C)N(C)C(=O)[C@H](C)NC(=O)[C@H]1CCCN1C)c1nc(C(=O)N[C@@H](Cc2ccccc2)C[C@H](C)C(=O)O)cs1
entry no.	9	10	11	12	13
T-47D	nt	91	93	79	81
SK-MEL-28	100	109	116	108	78
UACC-257	114	104	108	94	66
LOX IMVI	99	96	100	44	59
MALME-3M	95	99	92	nt	86
HS 578T	86	118	108	92	75
SK-MEL-5	103	103	99	89	40
SK-MEL-2	129	96	106	73	64

Results, from the first entry:
1. ClCCN(CCCl)c1nc(Cl)c(C2CC(c3ccc(Br)cc3)=NN2c2ccccc2)s1 (configuration not stated)
2. O=C1/C(=C/c2cn(Cc3ccccc3Br)c3ncccc23)N2CCC1CC2
3. OCCCNP(=S)(N1CC1)N1CC1
4. Cn1cc(C(=O)C[n+]2ccccc2)c2ccccc21
5. CCCCN(N=O)C(C)=O
6. NC(=S)c1cn(C2OC(CO)C(O)C2O)c2ncnc(N)c12 (configuration not stated)
entry no.	1	2	3	4	5	6
T-47D	65	52	93	87	106	-17*
SK-MEL-28	109	90	115	114	111	-40*
UACC-257	85	89	108	111	105	-1.3*
LOX IMVI	82	80	88	93	107	-23*
MALME-3M	99	97	125	97	113	-30*
HS 578T	79	88	100	97	nt	-25*
SK-MEL-5	87	86	95	98	97	-74*
SK-MEL-2	90	86	138	104	121	-58*

7. Cc1cc(NC(=O)/C=C/c2ccc([N+](=O)[O-])cc2)ccc1S(=O)(=O)F
8. NCCc1c[nH]c2ccc(F)cc12
9. Cn1nc(-c2ccc(S(=O)(=O)F)cc2)s/c1=N/NC(=O)c1ccccc1
10. CC(=O)C1CCC2C3CCC4CC(O)CCC4(C)C3CCC12C#N (configuration not stated)
11. OC1C=CC2CC1(O)C1CCCCN1O2 (configuration not stated)
12. NC(Cc1ccc(O)cc1)C(=O)N/N=C/c1ccc(N(CCCl)CCCl)cc1 (configuration not stated)
entry no.	7	8	9	10	11	12
T-47D	88	116	nt	91	93	79
SK-MEL-28	110	109	100	109	116	108
UACC-257	97	102	114	104	108	94
LOX IMVI	102	91	99	96	100	44
MALME-3M	103	115	95	99	92	nt
HS 578T	nt	116	86	118	108	92
SK-MEL-5	100	100	103	103	99	89
SK-MEL-2	107	107	129	96	106	73

13. CC(=O)O[C@H](C[C@H](C(C)C)N(C)C(=O)[C@H](C)NC(=O)[C@H]1CCCN1C)c1nc(C(=O)N[C@@H](Cc2ccccc2)C[C@H](C)C(=O)O)cs1
14. O=C1NC(=O)C(=Cc2ccc(F)cc2)C(=O)N1
15. ClCCN1CCOCC1
16. O=C(CI)CI
17. CCCN1CCN(c2ccccc2OC)CC1
18. Cc1ccc(OCC(C)N(CCCl)Cc2ccccc2)cc1 (configuration not stated)
entry no.	13	14	15	16	17	18
T-47D	81	107	nt	94	88	98
SK-MEL-28	78	111	100	106	96	101
UACC-257	66	107	93	98	104	113
LOX IMVI	59	96	98	53	96	95
MALME-3M	86	105	83	114	92	114
HS 578T	75	103	89	102	107	98
SK-MEL-5	40	102	105	106	108	83
SK-MEL-2	64	108	97	nt	91	100

19. CNC(=O)Oc1ccc(OC)cc1
20. CNC1CCc2cc3c(cc2C1)OCO3 (configuration not stated)
21. CCCCCC(=O)P(=O)(OCC)OCC
22. C=CCCCCCCCCC(=O)O (tested in a mixture with another compound)
23. CC(=O)C1C(N2CC2)CC2C3CCC4=CC(=O)CCC4(C)C3CCC21C (configuration not stated)
24. CNC(=O)O/N=C(/C)c1cccc([N+](=O)[O-])c1
entry no.	19	20	21	22	23	24
T-47D	106	86	nt	nt	97	103
SK-MEL-28	111	111	107	105	107	107
UACC-257	99	107	101	103	111	76
LOX IMVI	99	96	95	98	64	100
MALME-3M	nt	99	92	98	135	107
HS 578T	107	107	115	91	96	87
SK-MEL-5	105	105	105	100	87	97
SK-MEL-2	105	103	109	116	102	123

25. O=c1[nH]c2ccccc2n1CCCN1CCC(n2c(=O)[nH]c3cc(Cl)ccc32)CC1
26. Nc1c(Br)cc(Br)cc1Br
27. C=CCC1C(=O)NC(=O)NC1=O
28. CC(Cl)CN(C)C (configuration not stated)
29. COc1ccc2c(c1)c(-c1nc(-c3cn(C)c4ncccc34)cs1)cn2CCCCN1CCOCC1
30. CCCCNCCc1cccnc1
entry no.	25	26	27	28	29	30
T-47D	79	103	97	102	65	109
SK-MEL-28	106	108	112	128	-94*	nt
UACC-257	105	112	nt	111	63	79
LOX IMVI	100	102	98	97	-79*	100
MALME-3M	102	117	103	168	-60*	112
HS 578T	102	108	123	97	19	101
SK-MEL-5	100	104	102	117	14	106
SK-MEL-2	nt	106	nt	nt	64	115

31. CC(=O)O[C@H]1CC[C@@]2(C)C(=CC[C@H]3[C@@H]4CC[C@H](C(C)C(=O)N(CCCl)CCCl)[C@@]4(C)CC[C@@H]32)C1 (some centres not stated)
32. C=CC[PH+](c1ccccc1)c1ccccc1.C=CC[PH+](c1ccccc1)c1ccccc1.[Cl][Pt][Cl]
33. COc1cc(/C=C2\C(=O)NC(=O)N(c3ccccc3)C2=O)cc(OC)c1OC
34. O=c1c2ccccc2[se]n1-c1ccccc1
35. S=C=NCc1ccccc1
36. CC(C)(C)c1ccc(CC#N)cc1
entry no.	31	32	33	34	35	36
T-47D	52	0.1*	92	104	101	101
SK-MEL-28	93	28	108	105	121	113
UACC-257	88	80	nt	107	100	110
LOX IMVI	39	-6.8*	93	96	98	103
MALME-3M	69	-26*	94	96	85	100
HS 578T	nt	56	103	102	97	106
SK-MEL-5	66	86	103	95	103	96
SK-MEL-2	88	71	93	100	119	103

37. O=S1(=O)NCCCN1O
38. CCOP(=O)(CC(=O)NC(C(N)=O)C(C)C)OCC (configuration not stated)
39. N=C(N)N=Nc1c(O)[nH]c(=O)[nH]c1=O
40. NC(Cc1ccccc1)c1ccccc1 (configuration not stated)
41. C/C(=N\O)C(=O)c1ccccc1
42. O=C(NCc1ccc(Cl)cc1)c1cn(Cc2ccc(Cl)cc2)nn1
entry no.	37	38	39	40	41	42
T-47D	101	100	109	101&96	108	105
SK-MEL-28	115	99	114	110&101	115	108
UACC-257	110	87	98	95&106	97	102
LOX IMVI	102	97	99	97&92	101	104
MALME-3M	nt	122	111	109&106	110	92
HS 578T	103	nt	nt	119&99	103	nt
SK-MEL-5	106	105	99	100&94	109	98
SK-MEL-2	99	115	104	101&100	nt	105

43. CC[C@@H](CO)NC(=O)[C@@H]1C=C2c3cccc4[nH]cc(c34)C[C@H]2N(C)C1
44. CCC1CN1P(=O)(Oc1ccc(Cl)cc1)N1CC1CC (configuration not stated)
45. COc1ccccc1NP1(=O)OCC(C)([N+](=O)[O-])CO1 (configuration not stated)
46. CN(Cc1ccccn1)N=O
47. CCCCCCCC(=O)OCC(=O)[C@]1(O)Cc2c(O)c3c(c(O)c2[C@@H](OC2CC(N)C(O)C(C)O2)C1)C(=O)c1c(OC)cccc1C3=O (some centres not stated)
48. CCOP(=O)(CN(CCO)CCO)OCC
entry no.	43	44	45	46	47	48
T-47D	97	99	100	95	-69*	107
SK-MEL-28	100	104	110	109	-84*	111
UACC-257	104	102	101	104	-98*	108
LOX IMVI	99	98	96	94	-4.4*	96
MALME-3M	102	nt	97	101	-71*	100
HS 578T	115	101	105	102	-59*	105
SK-MEL-5	112	96	103	107	-91*	104
SK-MEL-2	106	100	96	117	-48*	110

49. N#CC1=C(N)Oc2c(c(=O)oc3ccccc23)C1c1ccco1 (configuration not stated)
50. O=C(O)c1ccc([N+](=O)[O-])c([N+](=O)[O-])c1
51. O=C(/C=C/c1ccccc1)c1nc2ccccc2n1Cc1ccc(F)cc1
52. CC1CN1CC(O)C(O)CN1CC1C (configuration not stated)
53. Cc1cccc(N=C2c3cc([N+](=O)[O-])ccc3-c3c2cc([N+](=O)[O-])cc3[N+](=O)[O-])c1
54. O=C(O)C1[O][Sb][O]C1C(=O)O (configuration not stated)
entry no.	49	50	51	52	53	54
T-47D	96	101	-16*	47	-25*	89
SK-MEL-28	114	111	-26*	104	97	94
UACC-257	102	99	-1.3*	65	91	98
LOX IMVI	99	40	nt	36	39	-58*
MALME-3M	108	102	-28*	91	nt	87
HS 578T	111	120	nt	116	101	101
SK-MEL-5	103	98	11	77	71	87
SK-MEL-2	96	99	19	116	12	97

55. COc1cc(/C=N\N=C(N)N)cc([N+](=O)[O-])c1O
56. CCCC1OCC2(CO)COC(CCC)N12 (configuration not stated)
57. CN1CC(C(=O)NC2(C)OC3(O)C4CCCN4C(=O)C(Cc4ccccc4)N3C2=O)C=C2c3cccc4[nH]cc(c34)CC21 (configuration not stated)
58. CCC(CC)(c1ccccc1)C(OC(N)=O)c1ccccc1 (configuration not stated)
59. C[C@]1(O)CC[C@H]2[C@@H]3CC[C@H]4CC(=O)CC[C@]4(C)C3=CC[C@@]21C
60. Clc1ccc(COC(Cn2ccnc2)c2ccc(Cl)cc2Cl)c(Cl)c1 (configuration not stated)
entry no.	55	56	57	58	59	60
T-47D	107	99	88	82	112	37&46
SK-MEL-28	115	111	nt	85	117	81
UACC-257	104	99	89	86	101	48&61
LOX IMVI	107	110	99	78	97	48&34
MALME-3M	97	nt	93	nt	123	75&56
HS 578T	108	103	nt	88	109	74
SK-MEL-5	103	107	36	90	99	3.5*!
SK-MEL-2	107	101	107	79	120	87&70

61. CCCCCCCC(C)(C)c1ccc([C@H]2CCC[C@@H](O)C2)c(O)c1
62. COc1cc2c(c(OC)c1OC)-c1ccc(O)c(=O)cc1C(N)CC2 (configuration not stated)
63. C#CC1(OC(O)C(Cl)(Cl)Cl)CCCCC1 (configuration not stated)
64. O=C1NC(=O)C(C2CCOC2=O)N1 (configuration not stated)
65. c1ccc(N2CCNCC2)cc1
66. O=C(CCl)Nc1nccs1
entry no.	61	62	63	64	65	66
T-47D	67	98	108	98	95	63
SK-MEL-28	91	82	106	102	117	88
UACC-257	72	97	107	99	105	58
LOX IMVI	87	nt	101	105	95	16
MALME-3M	87	116	112	109	95	68
HS 578T	96	nt	105	101	108	81
SK-MEL-5	66	99	101	108	113	74
SK-MEL-2	85	85	109	108	89	85

67. c1ccc(Nc2ccc3ccccc3c2)cc1
68. O=C(CCl)N1CCOCC1
69. CN(C)CCc1ccc(OC(=O)c2ccc(N)cc2)cc1
70. CN1C(=O)C23CC4(C56CC78SSC(CO)(C(=O)N7C5Nc5ccccc56)N(C)C8=O)c5ccccc5NC4N2C(=O)C1(CO)SS3 (configuration not stated)
71. C[C@]12C[C@@H](CO)[C@H](O)C[C@@H]1CC[C@@H]1[C@@H]2CC[C@]2(C)[C@@H](O)CC[C@@H]12
72. CCOC(=O)CCN(C)C1=Nc2ccc(Cl)cc2C(c2ccccc2)=[N+]([O-])C1
entry no.	67	68	69	70	71	72
T-47D	96	96	100	-92*	104	101
SK-MEL-28	109	106	103	-91*	105	121
UACC-257	106	115	95	-95*	90	105
LOX IMVI	100	102	96	-94*	94	100
MALME-3M	122	97	110	-77*	91	101
HS 578T	nt	nt	117	-55*	nt	96
SK-MEL-5	109	101	101	-95*	103	100
SK-MEL-2	101	84	110	-85*	86	94

73. CCC[CH2][Sn]([CH2]CCC)([CH2]CCC)[O]C(=O)CC
74. CCCC(C)C1(CC)C(=O)NC(=O)N(C)C1=O (configuration not stated)
75. CCOP(=S)(OCC)Oc1nc(Cl)c(Cl)cc1Cl
76. CCCC1(CCO)C(=O)NC(=S)NC1=O
77. C[C@]12CC[C@H]3[C@@H](CC=C4c5nc(-c6ccccc6O)sc5CC[C@@]43C)[C@@H]1CC[C@@H]2O
78. CC1(C)CCOC1=O
79. CN(N)c1ccc([N+](=O)[O-])cc1[N+](=O)[O-]
80. CC(C)c1cccc(C(C)C)c1OCCCN(C)C
81. O=P(Oc1ccccc1)(Oc1ccccc1)C(Nc1ccccc1)c1ccncc1 (configuration not stated)
entry no.	73	74	75	76	77	78	79	80	81
T-47D	-74*	87	99	100	59	108	102	95	95
SK-MEL-28	-98*	116	109	121	77	108	106	102	108
UACC-257	-94*	84	118	100	99	94	102	96	98
LOX IMVI	-83*	99	91	93	72	113	95	99	81
MALME-3M	-76*	90	107	nt	103	nt	nt	108	79
HS 578T	-38*	99	106	96	85	116	99	90	101
SK-MEL-5	nt	89	94	104	100	99	100	91	100
SK-MEL-2	-83*	85	104	111	99	nt	107	91	nt

Only part of the results is shown; the hit share may differ from the screen's.
